OX1R FRET antag: antagonists of human orexin 1 receptor (OX1R); inhibition, % at 6.6 µM; OX1R-expressing cells, FRET antagonist read-out; 330,000 tested, 1.8% active; in the data active = inhibition mostly above about 38%, no sharp cut-off; inactive = mostly below about 40%;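 note: 0% = agonist challenge alone and 100% = reference antagonist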
KCNQ2 inh: KCNQ2 potassium channel inhibitors, primary screen, cell-based, CHO-K1, FluxOR thallium flux, B-score (AID 2156). 310,000 tested, 1.1% active. B-score at 10 µM. 20 min; active compounds read low;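 active = fluorescence ratio B-score at most minus 3 library SDs, with starting brightness B-score within 2 library SDs, cut at about -5.5 in these data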
Target sequence (O88943 whole entry, looked up): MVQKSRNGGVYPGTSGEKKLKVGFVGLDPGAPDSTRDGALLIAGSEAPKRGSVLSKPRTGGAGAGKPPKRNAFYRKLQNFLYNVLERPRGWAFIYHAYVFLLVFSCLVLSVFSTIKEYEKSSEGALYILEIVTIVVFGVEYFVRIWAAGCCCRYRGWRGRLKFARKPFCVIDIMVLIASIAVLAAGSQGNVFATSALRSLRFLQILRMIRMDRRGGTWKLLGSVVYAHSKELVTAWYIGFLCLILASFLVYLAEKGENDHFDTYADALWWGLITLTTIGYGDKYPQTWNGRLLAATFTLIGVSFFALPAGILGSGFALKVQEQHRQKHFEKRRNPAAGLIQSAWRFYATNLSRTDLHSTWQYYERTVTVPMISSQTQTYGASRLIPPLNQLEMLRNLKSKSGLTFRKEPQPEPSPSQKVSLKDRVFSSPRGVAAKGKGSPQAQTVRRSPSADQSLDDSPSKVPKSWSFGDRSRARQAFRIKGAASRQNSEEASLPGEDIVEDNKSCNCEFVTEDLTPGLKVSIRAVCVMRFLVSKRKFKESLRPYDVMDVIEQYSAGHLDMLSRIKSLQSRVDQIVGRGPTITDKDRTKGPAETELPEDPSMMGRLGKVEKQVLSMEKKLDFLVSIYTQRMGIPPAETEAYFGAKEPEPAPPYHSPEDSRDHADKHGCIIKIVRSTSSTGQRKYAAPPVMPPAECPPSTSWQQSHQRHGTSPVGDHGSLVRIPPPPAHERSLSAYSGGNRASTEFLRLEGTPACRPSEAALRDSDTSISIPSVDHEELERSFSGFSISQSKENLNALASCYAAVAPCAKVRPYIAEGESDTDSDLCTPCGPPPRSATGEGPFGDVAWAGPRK
STK33 inh: inhibitors of purified STK33 kinase, primary screen, biochemical, ADP-Glo luminescence, homogeneous, cell-free. MBP phosphorylation. AID 2661, 2010. 320,000 tested, 0.073% active. Serine/threonine-protein kinase 33 (Homo sapiens), Q9BYT3. inhibition, % at 10 µM;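 active = inhibition at or above 25%, using the most active replicate where run in duplicate; inactive = inhibition below 25%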
* marks the source's active call; other numbers are inactive results; i = inactive; · = no result given. Rows were taken by chance; 2.7% or so of the library scored in one or more.

Sequence of screens – OX1R FRET antag	KCNQ2 inh	STK33 inh
COc1ccc(Cl)c2c1[nH]c1nc(SCc3ccccn3)nnc12
 : 46.5	i	-1.0
O=C(CNS(=O)(=O)c1cccc(F)c1)OCC(=O)N1CCCC1=O
 : 4.0	·	-1.1
Cc1ccc(C(=O)NCC(=O)NCC(c2cccs2)N2CCOCC2)cc1 (stereo not drawn)
 : -5.3	·	-1.2
Cc1cc(C)n2nc(C(=O)OCC(=O)NCc3ccc(Cl)cc3)nc2n1
 : -4.3	·	-0.3
C[C@@H]1C=CC(=O)O[C@@H]1c1ccc(C(F)(F)F)cc1
 : 38.1	i	-0.2
COc1ccccc1N1C(=O)CCC1(C#N)c1ccc(Br)cc1 (stereo not drawn)
 : 16.6	i	-1.7
COc1ccc(-c2nc3c([nH]2)c(=O)n(C)c(=O)n3C)c(OC)c1
 : -1.5	i	-0.8
O=S(=O)(c1cccs1)N1CN(Cc2ccc(F)cc2)c2nc3ccccc3nc21
 : 23.1	·	1.1
CCOC(=O)N1CCC(NC(=O)c2ccc(NC(=O)C3CCCO3)cc2)CC1 (stereo not drawn)
 : 17.2	i	-2.9
O=C(Nc1nnc(C2CC2)s1)C1Cc2ccccc2CN1C(=O)c1ccco1 (stereo not drawn)
 : 3.9	i	-0.2
CCc1c(C(=O)Nc2ccncc2)csc1C
 : 1.8	i	0.2
Cc1nn(Cc2nnc(SCC(=O)Nc3ccc(Cl)cc3)n2C)c(C)c1[N+](=O)[O-]
 : 17.5	i	-1.0
CCCCc1nnc(NC(=O)CSCc2cc(=O)n3c(C)csc3n2)s1
 : 6.0	i	-1.2
O=C(O)C1CCC(=O)N1C(=O)OCc1ccccc1 (stereo not drawn)
 : -8.2	i	-0.8
COc1cccc(NC(=O)NNC(=O)CCc2ccc(O)c(O)c2)c1
 : ·	i	2.3
CCCCOCCCNC(=O)/C=C/c1ccccc1Cl
 : 21.0	i	0.7
CCc1ccccc1NC(=S)N(CCc1ccncc1)C(C)C
 : 14.5	i	-1.7
COc1cccc(OC(=O)N2CCOCC2)c1
 : 9.9	i	-0.6
COC(=O)C1=C(C)N(Cc2ccc(OC)cc2)C(=O)C1
 : -0.3	i	0.5
CCn1c(=O)c(C(=O)Nc2ncccc2O)c(O)c2ccccc21
 : 9.2	i	0.0

Entries of single compounds, looked up by structure. Values in the order: OX1R FRET antag, KCNQ2 inh, STK33 inh
CCn1c(=O)c(C(=O)Nc2ncccc2O)c(O)c2ccccc21 is listed with 9.2, i, 0.0
CCc1c(C(=O)Nc2ccncc2)csc1C is listed with 1.8, i, 0.2
COc1cccc(OC(=O)N2CCOCC2)c1 is listed with 9.9, i, -0.6

More structures:
Sequence of screens – OX1R FRET antag	KCNQ2 inh	STK33 inh
COC(=O)c1c(NC(=O)c2cccs2)sc2c1CCC(C)C2 (stereo not drawn)
 : 6.6	i	-0.1
Cc1ccc(NC(=O)CCOc2ccccc2C)cc1F
 : 13.8	i	-1.6
CCOc1ccccc1OCCCCCc1c(C)n[nH]c1C
 : 17.5	i	0.8
Cc1nc(C(C)NC(=O)c2cc(COc3ccc(F)c(F)c3)on2)cs1 (stereo not drawn)
 : -5.5	i	-2.0
CCOc1ccccc1OCC(=O)Nc1ccc(OC)c(S(=O)(=O)N2CCCCC2)c1
 : 23.5	i	-0.9
COc1ccc(-n2nc(C(=O)NCC(=O)N3CCN(Cc4ccccc4)CC3)c3ccccc3c2=O)cc1OC
 : 27.2	i	2.2
CCN1CCN(CCCNC(=O)c2ccccc2NC(=O)C2=C(C)OCCS2)CC1
 : 38.3	i	-0.3
CN(C)S(=O)(=O)c1cccc(NC(=O)COC(=O)CCSc2ccc(Cl)cc2)c1
 : 14.2	i	0.0
O=C(CN1CCN(S(=O)(=O)c2ccc(Br)cc2)CC1)N/N=C/c1cccs1
 : 10.2	i	-1.4
Cn1nc(C(=O)NNC(=O)C(CCC(N)=O)NS(=O)(=O)c2ccc(Cl)cc2)c2ccccc2c1=O (stereo not drawn)
 : 1.5	·	0.0
Cc1ccc(C(C)C)c(OCC#CCN2CCOCC2)c1
 : -5.4	i	-17.1
Cc1noc(C(=O)N2CC3(C)CC2CC(C)(C)C3)c1Cl (stereo not drawn)
 : 7.6	i	-1.1
O=S(=O)(c1cccs1)N1CCN(CC(O)COC2CCCc3ccccc32)CC1 (stereo not drawn)
 : 3.4	i	-0.4
NC(=O)c1cc(S(=O)(=O)N2CCc3ccccc3C2)cs1
 : 2.1	i	-0.1
O=C(CN(C(=O)c1csnn1)c1ccc(F)cc1)NCc1ccc2c(c1)OCO2
 : 9.2	i	0.6
COc1ccc(NC(=O)Nc2ccc(C(=O)N3CCOCC3)cc2)c(OC)c1
 : 4.8	i	1.0
Cc1cccc(Oc2coc3cc(OC(=O)c4cccs4)ccc3c2=O)c1
 : 0.0	i	-0.6
Nc1c(C(=O)Nc2ccc(Cl)c(C(=O)O)c2)sc2nc3c(cc12)CCCC3
 : 28.1	i	1.2
C/C(Cc1ccccc1)=N/NC(=O)CCCC(=O)N/N=C(/C)Cc1ccccc1
 : 12.8	i	-1.1
O=C(CSc1nc2cc(Cl)ccc2o1)Nc1ccc(N2CCOCC2)cc1
 : 13.3	i	·
CC(NC(=O)c1ccco1)C(=O)N1CCN(S(=O)(=O)c2ccccc2C#N)CC1 (stereo not drawn)
 : 8.4	·	-0.8
O=C(N/C(=C/c1ccccc1)C(=O)N1CCCCC1)c1ccco1
 : 22.4	i	-0.9
O=C(CCCn1c(=O)c2sccc2n(CC(=O)OCc2ccccc2)c1=O)NCc1ccco1
 : 3.2	i	-0.9
Cc1ccc(C)c(NC(=O)CCC(=O)N/N=C/c2ccc3c(c2)OCO3)c1
 : 7.5	i	0.3
CCn1ncc(NC(=S)NCCc2ccccc2)c1C(N)=O
 : -6.6	i	-0.2
Cc1cc(C(=O)CSc2nnc(-c3ccc(F)cc3)o2)c(C)n1CC1CCCO1 (stereo not drawn)
 : 52.0	i	-1.5
O=C(O)c1ccc(CSc2nnc(-c3ccncc3)n2-c2ccc(Br)cc2)cc1
 : 18.6	i	-1.0
Oc1ccc2ccccc2c1CNc1ccc(Br)cn1
 : 6.9	-6.18*	-0.2
CCOC(=O)CC1=C(C(=O)OCC)C(c2ccc(C)o2)C(C#N)=C(N)O1 (stereo not drawn)
 : 26.1	i	0.0
Cc1cccc(NC(=O)CN2C(=O)CCS(=O)(=O)c3ccccc32)c1C
 : 4.1	i	-1.2

Next section
smiles	OX1R FRET antag	KCNQ2 inh	STK33 inh
Clc1nc(CN2CCCCC2)nc2sc3c(c12)CCC3	30.7	i	-1.3
CC1CN(C(=O)c2ccccc2NS(=O)(=O)c2cccc([N+](=O)[O-])c2)CC(C)O1 (stereo not drawn)	27.1	i	-0.6
OCCC1CN(Cc2ccc(C(F)(F)F)cc2)CCN1Cc1ccccc1 (stereo not drawn)	15.1	i	0.7
COc1ccccc1CCNC(=O)C(=O)NCC1OCCCN1S(=O)(=O)c1cc(C)ccc1C (stereo not drawn)	65.5*	i	-1.5
CCCN1CCC(=O)N(CCSc2ccc(NC(C)=O)cc2)CC1	24.3	i	-0.5
O=C(CCC(=O)c1ccc(Oc2ccccc2)cc1)Nc1ccc(Cl)cc1Cl	9.2	i	0.9
COc1cccc(/C=N/NC(=O)C[n+]2ccccc2)c1O	8.5	i	-2.3
COc1cccc(C(C(=O)Nc2ccc(F)cc2)N(C(=O)Cn2nnc3ccccc32)C2CC2)c1 (stereo not drawn)	16.2	i	-0.9
CCCN1Cc2cccc(C(=O)Nc3ccc(C)cc3)c2C1=O	2.4	i	-2.0
COC(=O)C1C(=O)C2=C(CC1C)NC(=O)CC2c1ccc(F)cc1 (stereo not drawn)	15.4	i	-1.7
O=C(Cn1nnc(-c2ccccc2)n1)N/N=C/c1cccc([N+](=O)[O-])c1	8.2	i	-3.6
O=C(CCC1CCCC1)NC1CCCCC1	24.6	i	-0.9
CC(C(=O)N1c2ccccc2CCc2ccccc21)n1nnc(-c2ccc(N(C)C)cc2)n1 (stereo not drawn)	26.4	i	-2.1
Cc1ccc2c(C)c(C(=O)N3CCN(C4CCS(=O)(=O)C4)CC3)oc2c1C (stereo not drawn)	-8.8	i	-0.7
Cn1c(C(=O)Nc2ccc3c(c2)OCCO3)cc2sccc21	6.2	i	-0.5
CCCNC(=S)N1CCN(c2nc(-c3ccc(C)cc3)cs2)CC1	32.5	i	-2.7
O=[N+]([O-])c1ccc(Cl)cc1NCC1CCCO1 (stereo not drawn)	12.7	i	-1.3
COC(=O)[C@@H]1[C@H](CCc2ccccc2)NC(=O)N(Cc2ccccc2)[C@@H]1C	18.2	i	0.4
Cc1ccc(-n2c(SCC(=O)NCc3ccco3)nc3c([nH]c4ccccc43)c2=O)cc1	10.8	i	-0.9
CC(=O)c1ccc(NC(=O)C2=CC(c3ccco3)=NS(=O)(=O)N2C)cc1	21.9	i	1.3
O=C(CCCCCN1C(=O)c2cccc3cccc(c23)C1=O)NCCO	51.5*	i	0.8
COc1ccc(OC)c(C(=O)CSc2nnc(Cc3cccs3)n2C)c1	4.0	i	-1.2
CCOC(=O)Cc1nc2ccccc2n(CC#N)c1=O	22.4	i	-1.0
O=C(NC1CCOc2ccccc21)C1CCCC1 (stereo not drawn)	15.2	i	-0.8
COc1ccc(C(N)=O)c(OCC(=O)Nc2cc(C)on2)c1	2.3	·	-1.1
CC(=O)Nc1ccc(/C=C(\C#N)C(=O)NCc2ccccc2)cc1	7.2	i	2.8
Cc1cc(C)n(CC(=O)NNC(=O)COc2ccc(F)cc2Br)n1	2.8	·	-0.2
CCCN1CCN(CCCNC(=O)c2ccc3c(c2)NC(=O)c2ccccc2S3)CC1	11.6	i	2.1
COc1ccc(-c2n[nH]c(C)c2-c2cnn(-c3ccccc3)c2)c(O)c1C	15.0	i	-1.4
COC(=O)C(C(=O)Nc1ncccn1)C1CCCCCC1 (stereo not drawn)	15.1	i	-1.2
O=C(NCCc1c[nH]c2ccccc12)C(=O)NCC1OCCCN1S(=O)(=O)c1ccccc1 (stereo not drawn)	24.3	i	-1.5
CC(C)(C)c1ccc(C(=O)NNC(=O)c2cccc(Br)c2)cc1	7.4	i	-3.9
CCCC1(c2ccccc2)NC(=O)N(CC(=O)Nc2cc(OC)cc(OC)c2)C1=O (stereo not drawn)	11.8	i	0.1
Cc1ccc(Cn2nc(C)c(NC(=O)c3nn(C)cc3Cl)c2C)cc1	23.6	i	1.8
Nc1ccc2oc(=O)c(-c3ccccc3)cc2c1	0.4	i	-0.6
CCOC(=O)C1=C(C)Nc2nnnn2C1c1cccc(OC)c1OC (stereo not drawn)	20.5	i	0.3
CCOC(=O)N1CCN(C(=O)C2CCCN(S(=O)(=O)c3cccnc3)C2)CC1 (stereo not drawn)	11.1	i	-2.1
NNC(=O)c1ccc(CN2CCCCC2)o1	2.2	i	-1.7
CC1CCCC(NCC(=O)Nc2ccc(C(N)=O)cc2)C1C (stereo not drawn)	23.9	i	-0.2
CCCCN(CC)Cc1c(C)[nH]c2ccccc2c1=O	11.3	i	0.5
O=C(c1ccc(N2CCCCS2(=O)=O)cc1)N1CCN(c2ccc(N3CCOCC3)nn2)CC1	14.0	i	-1.9
CC(=O)O[C@@H]1C[C@H]2C(C)(C)C(=O)C=C[C@]2(C)[C@H]2CC[C@@]3(C)[C@H](c4ccoc4)OC(=O)[C@H]4O[C@]43[C@@]21C	17.4	i	0.4
Cc1cc([N+](=O)[O-])nn1CC(=O)Nc1sc2c(c1C(N)=O)CCCC2	0.5	i	0.6
S=C(Nc1ccc(Br)cc1Cl)NC1CCN(Cc2ccccc2)CC1	10.0	i	-1.9
CCOC(=O)N1CCc2c(sc(NC(=O)c3ccc(Cl)s3)c2C(N)=O)C1	25.5	·	-0.3
O=S(=O)(NCC(c1cccnc1)N1CCN(c2ccc(F)cc2)CC1)c1ccccc1 (stereo not drawn)	-0.1	i	-0.4
COc1ccc2c3n(nc2c1)CCN=C3c1cc(Cl)c(N)c(Cl)c1	44.1	·	5.6
COCCCNC(=S)N/N=C/c1ccc(OC)cc1	15.6	i	-1.2
COc1ccc(CCNS(=O)(=O)c2cc(C(=O)O)c(Cl)cc2Cl)cc1	8.8	i	-0.8
O=c1[nH]c2ccccc2n1Cc1ccc(Cl)cc1	5.3	i	0.7
COc1cc(OC)cc(C(=O)NNC(=O)c2ccc3c(c2)OCCO3)c1	3.5	·	-1.5
CN(C)/N=C/c1ccc(Sc2ccccc2[N+](=O)[O-])o1	10.9	i	-0.7
CC(Oc1ccc(Cl)cc1Cl)C(=O)NCCC1=CCCCC1 (stereo not drawn)	7.2	i	-0.6
CC(=O)Oc1c(C)cc(Cl)cc1C(=O)Nc1ccc([N+](=O)[O-])cc1Cl	71.2*	i	-1.4
O=C(NCCCN1CCCC1=O)c1cncc(Br)c1	15.7	i	-0.9
Cc1cccc(CN2CCN(c3ccccn3)CC2)c1	12.1	i	-0.9

Printed as active in OX1R FRET antag, among the entries above:
smiles	OX1R FRET antag	KCNQ2 inh	STK33 inh
COc1ccccc1CCNC(=O)C(=O)NCC1OCCCN1S(=O)(=O)c1cc(C)ccc1C (stereo not drawn)	65.5*	i	-1.5
O=C(CCCCCN1C(=O)c2cccc3cccc(c23)C1=O)NCCO	51.5*	i	0.8
CC(=O)Oc1c(C)cc(Cl)cc1C(=O)Nc1ccc([N+](=O)[O-])cc1Cl	71.2*	i	-1.4

Screening results from PubChem.
